Screening data: PubChem BioAssay, several laboratories
ABCB6 inh MLPCN = ABCB6 transporter inhibitors, primary screen, K562-ABCB6 cells, flow cytometry, MLPCN library; fluorescence ratio to DMSO, % at 10 µM; hit rate 0.19% among 360,000; AID 602162, 2011; K562-ABCB6 porphyrin accumulation, 1 h; active compounds read low; ATP-binding cassette sub-family B member 6 (Homo sapiens), Q9NP58;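 active = fluorescence ratio to DMSO below 75%, the collection mean minus 3 SD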;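 also: signal is porphyrin accumulated inside mitochondria; 100% equals median channel fluorescence of DMSO control wells; lower ratio means ABCB6 inhibition with less porphyrin fluorescence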
HTR2A ag = mouse Htr2a agonists via beta-arrestin recruitment, primary screen, cell-based, luminescence; 5-hydroxytryptamine receptor 2A (Mus musculus), P35363; CHO-K1 mHTR2A beta-arrestin complementation; percent of 30 µM serotonin response; activation, % at 7.6 µM; hit rate 0.66% among 360,000;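 active = activation above a run cutoff, the mean activation of all tested compounds plus 3 SD, cut at about 14% in these data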;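 also: 0% = plate median of compound wells and 100% = 30 µM serotonin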
PDI turbidity = inhibitors of human PDI, primary screen, biochemical, turbidity, single point, plate reader | Protein disulfide-isomerase (Homo sapiens), P07237 | PDI insulin aggregation turbidity, A650, 90 min | inhibition, % at 10 µM | hit rate 0.052% among 350,000;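 active = mean inhibition across replicates of 30% or more, whatever share of single replicates reach that level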;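 also: absorbance from insulin aggregation driven by PDI reduction with DTT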
MC4R barr agon = MC4R agonists recruiting beta-arrestin, primary screen, cell-based, luminescence, agonist arm of biased-ligand search; U2OS MC4R beta-arrestin complementation; percent of melanotan II response, DMSO zero; hit rate 0.98% among 360,000; AID 540308, 2011; activation, % at 8.9 µM;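 active = activation above a per-plate cutoff, the mean activation of sample wells on that plate plus 3 SD, cut at about 8% in these data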
Granule exo inh = LAMP-1 surface exposure blockers, TALL-104 cells – cell-based, flow cytometry, MLPCN library, primary screen; TALL-104 LAMP-1 surface exposure; cells stimulated with thapsigargin and PMA; hit rate 0.66% among 360,000; inhibition, % at 10 µM;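 active = inhibition above about 55%, limit read from the data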
Cardio protect = cardioprotection against H2O2-induced cell death, primary screen, uHTS, H9c2 cells, ATPLite luminescence; hit rate 0.63% among 360,000; H9c2 cardiomyocytes, H2O2 injury protection, 2 h; protection from H2O2 cell death, % at 20 µM;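 active = compounds giving at least 50% protection of heart cells from peroxide-induced death in the single-dose screen, raw or plate-pattern-corrected value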;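 also: 0% = DMSO wells with peroxide and 100% = DMSO wells without peroxide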
MC4R antagonist = MC4R antagonists of cAMP signaling, primary screen, cell-based, TR-FRET, antagonist arm of biased-ligand search | Melanocortin receptor 4 (Homo sapiens), P32245 | MC4R-expressing cells, MTII-stimulated cAMP, LANCE TR-FRET | inhibition, % at 6.5 µM | hit rate 0.48% among 360,000;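 active = inhibition above its plate's cutoff, the mean of tested wells on that plate plus 3 SD, cut at about 29% in these data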;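 also: 0% = Melanotan II alone and 100% = Melanotan II plus saturating MCL0020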
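system = U2OS cells with stable human MC4R expression | also added = Melanotan II challenge after compound preincubation | dosing = one concentration, 6.5 µM nominal | incubation = compound 30 min, challenge 1 h, detection 1 h | measured by = TR-FRET with Eu-cAMP and labeled anti-cAMP, 671 nm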
CaV13 ICDI inh = Primary screen for inhibitors of IQ motif and Ca2+-dependent inactivation inhibitor domain binding in CACNA1D, Förster resonance energy transfer in living cells, …. inhibition, % at 12.3 µM. AID 743397. hit rate 0.098% among 340,000. HEK cells, CFP/YFP FRET ICDI-IQ, plate reader, 10 min; percent FRET-ratio fall versus neutral wells;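 active = mean replicate inhibition of at least 30% and at least 1% of replicates passing that level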;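 also: 0% = median of the neutral control wells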
ABHD5-PLIN5 inh = ABHD5-PLIN5 interaction inhibitors, primary screen, cell lysate, split luciferase complementation, luminescence. Perilipin-5 (Homo sapiens) + 1-acylglycerol-3-phosphate O-acyltransferase ABHD5 (Homo …. Split G. princeps luciferase complementation, 4 h. inhibition, % at 4 µM. hit rate 0.78% among 360,000;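 active = inhibition above the mean inhibition across every tested compound plus 3 SD, cut at about 22% in these data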;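 also: 0% = DMSO only wells and the 100% control is not disclosed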
Target sequence (Q00G26 whole entry, looked up): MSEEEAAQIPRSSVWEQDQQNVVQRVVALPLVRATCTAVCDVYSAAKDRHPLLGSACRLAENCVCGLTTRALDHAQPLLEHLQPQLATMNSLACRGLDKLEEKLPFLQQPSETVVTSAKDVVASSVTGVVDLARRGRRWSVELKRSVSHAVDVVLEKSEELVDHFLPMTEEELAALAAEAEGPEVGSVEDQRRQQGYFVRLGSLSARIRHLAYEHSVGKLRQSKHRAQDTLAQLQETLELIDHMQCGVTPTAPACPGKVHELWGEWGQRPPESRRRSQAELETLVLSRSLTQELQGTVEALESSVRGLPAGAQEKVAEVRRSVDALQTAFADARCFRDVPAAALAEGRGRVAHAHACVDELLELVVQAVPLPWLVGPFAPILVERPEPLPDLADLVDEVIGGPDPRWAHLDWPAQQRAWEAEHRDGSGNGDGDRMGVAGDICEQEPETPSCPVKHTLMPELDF
Target sequence (Q8WTS1 whole entry, looked up): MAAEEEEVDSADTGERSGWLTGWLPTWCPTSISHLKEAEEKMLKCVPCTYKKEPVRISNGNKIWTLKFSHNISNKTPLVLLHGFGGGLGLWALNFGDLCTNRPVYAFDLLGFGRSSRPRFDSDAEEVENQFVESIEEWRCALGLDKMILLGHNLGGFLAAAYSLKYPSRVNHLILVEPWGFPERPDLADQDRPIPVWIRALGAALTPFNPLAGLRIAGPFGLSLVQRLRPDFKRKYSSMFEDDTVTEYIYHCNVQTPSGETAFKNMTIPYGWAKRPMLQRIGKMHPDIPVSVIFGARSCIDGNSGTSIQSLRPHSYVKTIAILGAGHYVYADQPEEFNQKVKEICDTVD
Glyco luc inh = increase of ERlucT glycosylation luciferase signal, primary screen, N-linked glycosylation inhibitor project, D54 ERlucT cells, luminescence, set 2. hit rate 0.23% among 360,000. D54 ERlucT glycosylation luciferase reporter, 24 h; percent of 100 nM tunicamycin response. reporter increase, % at 12.5 µM;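 active = mean luciferase reporter signal, scaled so untreated is 0 and the glycosylation-blocking control 100, at or above a set limit in every replicate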;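 also: luciferase carries N-glycosylation sites so blocking glycosylation raises the light; 0% = median of neutral control wells and 100% = median of 100 nM tunicamycin wells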
* hit, by the source's call; . = no result given.

item	compound	PDI turbidity	CaV13 ICDI inh	Cardio protect	MC4R antagonist	MC4R barr agon	Granule exo inh	Glyco luc inh	ABHD5-PLIN5 inh	ABCB6 inh MLPCN	HTR2A ag
1	Cc1noc(C)c1NC(=O)N(C)C[C@@H]1Oc2ccc(NC(=O)Cc3cn(C)c4ccccc34)cc2CC(=O)N([C@H](C)CO)C[C@@H]1C	4.0	-3.5	11.7	9.5	0.1	-5.6	-0.2	8.7	101.0	-1.7
2	Cc1cc(C(=O)NNC(=O)C(C)(C)Oc2ccc(Cl)cc2)c(C)o1	6.4	-3.5	-2.3	3.5	0.2	-3.0	1.5	5.4	94.0	-2.5
3	O=C(CCn1c(=O)[nH]c2ccsc2c1=O)N(CCc1ccccc1)Cc1ccccc1	-3.0	-3.7	14.7	3.1	0.0	-0.3	7.6	6.3	103.0	7.2
4	O=C(Nc1cccc(Cl)c1N1CCOCC1)c1ccc([N+](=O)[O-])o1	-0.8	-1.4	9.2	1.2	-0.7	-2.6	-3.9	-5.5	102.0	1.3
5	Cc1cc(NC(=O)NC2CCCN2S(=O)(=O)c2ccc(Cl)cc2)no1 (stereo unspecified)	-10.9	-7.5	12.4	1.5	-2.4	2.7	2.7	-2.7	97.0	-2.6
6	NC1=NN=C(N2N=C(c3ccco3)CC2(O)C(F)(F)F)n2ncnc2C1 (stereo unspecified)	-7.2	-4.6	-5.6	4.9	-1.8	0.6	-0.2	3.5	97.0	-1.8
7	COc1ccc(/C=N/NC(C)(C)C)c(OC)c1	8.0	1.7	-10.3	3.1	-1.5	3.3	4.5	-8.8	91.0	-2.7
8	Cc1ccccc1NC(=S)NC(NC(=O)COc1ccccc1)C(Cl)(Cl)Cl (stereo unspecified)	0.5	-4.7	-8.2	13.2	0.8	12.0	0.2	-0.2	97.0	0.8
9	NS(=O)(=O)c1ccc(NC(=O)/C=C/c2ccc(S(=O)(=O)NCc3ccco3)cc2)cc1	3.5	-7.4	8.3	2.6	0.2	11.9	1.3	-2.1	91.0	3.6
10	C(=N\N1CCN(C2c3ccccc3-c3ccccc32)CC1)/c1cccs1	2.1	.	-16.7	4.2	0.6	0.3	1.0	-7.5	103.0	3.6
11	Cc1ccc2cc3c(N)[nH]nc3nc2c1	-7.4	-19.7	14.4	-9.2	0.5	-0.6	2.0	0.7	96.0	1.6
12	Cc1cc(C(=O)CN2C(=O)C(=O)N(CCC3=CCCCC3)C2=O)c(C)n1C	-6.0	-4.6	0.6	3.4	-3.0	-1.4	-0.6	-7.0	102.0	0.3
13	Cc1ccc(NC(=O)c2ccncc2)cc1[N+](=O)[O-]	-2.2	-4.6	0.7	14.3	-1.4	0.9	0.2	2.4	103.0	1.4
14	CCc1ccc2[nH]c(=O)c(CN(Cc3ccccc3)Cc3nnnn3Cc3ccco3)cc2c1	-8.1	.	-8.3	11.9	0.4	-1.0	2.4	13.7	94.0	0.2
15	CCNC(=S)N1CCCCC1CO (stereo unspecified)	-12.1	-0.6	3.1	-1.2	-3.4	0.3	0.2	-5.9	94.0	-2.1
16	Cc1ccccc1-c1cnc(C(O)c2ccc(F)c(F)c2)[nH]1 (stereo unspecified)	-2.3	-5.7	4.0	5.4	-1.9	4.0	-1.2	-2.5	100.0	-4.8
17	COc1ccc(CCn2c(SCCN3CCCCC3)nc3ccccc3c2=O)cc1OC	-0.6	-2.3	11.6	20.6	-3.1	12.6	2.4	5.5	94.0	2.9
18	CCCCn1c(N)c(N(CC(C)C)C(=O)c2cc3ccccc3cc2OC)c(=O)[nH]c1=O	-2.4	-6.6	-2.0	3.3	1.1	11.0	2.1	8.4	99.0	12.7
19	O=c1[nH]c(/C=C\c2ccc(O)c(Cl)c2)nc(O)c1[N+](=O)[O-]	2.5	-18.5	0.9	-9.4	-0.3	10.8	-0.3	11.0	101.0	-3.7
20	O=C(NC(=S)Nn1cnc2c(cnn2-c2ccccc2)c1=O)c1ccc(Oc2ccccc2)cc1	-4.5	-4.4	7.7	13.9	1.2	1.2	2.1	1.8	96.0	-2.1
21	O=C(NC(=S)N1CCc2ccccc21)c1ccccc1Br	0.1	-2.9	-2.8	1.3	-2.1	-3.9	0.6	-4.5	94.0	-6.2
22	Cc1cc(Nc2ccc(F)c(F)c2)nc(-c2ccccc2O)n1	-0.9	-7.7	-17.6	3.7	14.2*	3.2	-5.3	4.1	98.0	-1.1
23	CC(C)(CNC(=O)c1sc2cc(F)ccc2c1Cl)N1CCOCC1	-7.0	5.3	-5.3	3.5	-2.0	0.2	-1.1	4.1	99.0	-3.1
24	COc1ccc(N(C(C)C(=O)NCc2ccco2)S(C)(=O)=O)cc1 (stereo unspecified)	14.1	-4.6	-8.2	2.3	1.3	-1.9	1.2	8.4	91.0	8.2
25	O=C(CSC1=N/C(=C/c2ccc(Cl)c(Cl)c2)C(=O)N1c1ccccc1F)NC1CC1	-5.5	-5.6	5.5	20.0	-2.5	1.4	9.0	-7.4	98.0	-1.5
26	Cc1cn(CC(=O)NCC(c2ccccc2)c2ccccc2)c(=O)[nH]c1=O	1.7	-8.5	-4.9	22.1	-0.1	-3.5	-2.3	0.4	101.0	0.5
27	Cc1ccc(CNC(=O)c2ccccc2NC(=O)CN2CCN(C)CC2)cc1	6.2	-17.0	2.2	6.2	0.4	6.1	3.5	8.0	97.0	-10.2
28	COc1ccc(C(C)=O)c(OC(=O)c2ccco2)c1	0.9	-3.8	-6.9	-0.3	-0.7	0.1	-0.8	4.4	94.0	2.5
29	CN(C)CCCn1c(SCC(=O)Nc2sc3c(c2C#N)CCCC3)nnc1-c1ccncc1	9.2	-7.6	4.3	11.2	-0.9	1.3	0.3	-4.0	103.0	11.7
30	COc1cccc(NS(=O)(=O)c2ccc(S(=O)(=O)N3CCCC3)cc2)c1	-3.3	-2.8	-1.4	11.1	-2.5	6.6	-0.7	-6.3	98.0	1.0
31	Cc1ccc(OCC(=O)NNC(=O)c2cc(C)[nH]n2)cc1	2.9	-4.5	-2.1	-0.7	-1.1	0.8	0.7	4.9	99.0	3.6
32	COc1ccc(NC(=O)Nc2ccc3c(c2)C(=O)N([C@H](C)CO)C[C@H](C)[C@H](CN(C)Cc2ccc(C(=O)O)cc2)OCCCC[C@@H](C)O3)cc1	3.1	-1.9	0.5	17.2	0.9	-0.6	1.4	-6.6	99.0	-3.7
33	COC(=O)c1sc(NC(=S)NC(=O)c2ccccc2C)nc1C	19.9	-5.7	-27.1	4.4	-1.5	-2.7	0.8	3.6	96.0	2.5
34	CC(=O)c1cccc(NC(=O)C2CCCN(S(=O)(=O)c3ccccc3)C2)c1 (stereo unspecified)	0.0	.	-0.4	21.5	3.0	-0.5	-1.6	-6.1	100.0	2.1
35	O=C1c2cccc3cccc(c23)C(=O)N1CCCN1CCN(c2ccc(F)cc2)CC1	-5.2	7.8	14.9	-0.9	-0.6	-1.0	5.5	5.8	96.0	-10.2
36	CCCCOP(=O)(c1ccc(N(C)C)cc1)C(O)c1ccc(N(C)C)cc1 (stereo unspecified)	0.3	-2.6	0.4	-1.8	-0.6	-6.3	1.8	-3.6	100.0	-1.5
37	O=C(COc1ccc2c(c1)CCC2)N1CCc2ccccc21	-3.7	-4.2	-12.7	3.4	-2.3	-2.4	-4.6	5.1	89.0	-4.9
38	CCN1CCN(C(=O)c2cc3c(=O)n4ccccc4nc3s2)CC1	-5.9	-3.4	2.2	0.6	-0.5	-2.0	-1.1	-3.7	95.0	-2.0
39	CC1CCCC(C)N1C(=O)CSc1ccc(-c2ccc3c(c2)OCCO3)nn1 (stereo unspecified)	4.8	-5.7	2.6	-6.4	0.3	12.2	1.6	1.0	93.0	-2.7
40	O=C(O)c1ccccc1C(=O)Nc1ccc(Nc2ccccc2)cc1	5.6	-5.1	-6.2	-2.9	-1.5	-1.9	5.8	3.9	82.0	-2.1
41	O=C1CCC/C(=N/NC(=O)c2sc3ccccc3c2Cl)C1	-1.3	-11.1	5.2	4.1	-0.3	-2.8	0.6	-1.8	195.0	-7.5
42	COc1ccc(CC(=O)NCC2CCCCC2)cc1OC	-11.4	-21.7	0.2	10.8	-0.6	-4.5	-0.9	4.0	95.0	11.9
43	COc1ccc(C(=O)C2CCCN(Cc3ccc(C#CCCO)cc3)C2)cc1F (stereo unspecified)	0.8	-4.3	-9.9	-0.8	-3.2	-0.8	-4.7	-0.3	114.0	-1.3
44	Cc1[nH]c2ccc(C(=O)N3CCC(C(N)=O)CC3)cc2c1C	-23.2	-5.0	-0.6	-8.5	-1.5	-1.7	0.9	0.9	96.0	8.5

Arranged by the number under PDI turbidity (high to low): 3 of the compounds above
no.	SMILES	PDI turbidity	CaV13 ICDI inh	MC4R antagonist	MC4R barr agon	Granule exo inh	Glyco luc inh	ABHD5-PLIN5 inh	ABCB6 inh MLPCN	HTR2A ag
40	O=C(O)c1ccccc1C(=O)Nc1ccc(Nc2ccccc2)cc1	5.6	-5.1	-2.9	-1.5	-1.9	5.8	3.9	82.0	-2.1
39	CC1CCCC(C)N1C(=O)CSc1ccc(-c2ccc3c(c2)OCCO3)nn1 (stereo unspecified)	4.8	-5.7	-6.4	0.3	12.2	1.6	1.0	93.0	-2.7
38	CCN1CCN(C(=O)c2cc3c(=O)n4ccccc4nc3s2)CC1	-5.9	-3.4	0.6	-0.5	-2.0	-1.1	-3.7	95.0	-2.0
